# Bioassay records (PubChem)
# S1P2 ag: agonists of human S1P2 receptor; O95136; S1P2-expressing cell line, agonist reporter read-out; activation, % at 4.5 µM; 97,000 tested, 0.46% active; in the data active = activation above about 16%;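 also: 0% = vehicle low control and 100% = maximal reference agonist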
# Target sequence (O95136 whole entry, looked up): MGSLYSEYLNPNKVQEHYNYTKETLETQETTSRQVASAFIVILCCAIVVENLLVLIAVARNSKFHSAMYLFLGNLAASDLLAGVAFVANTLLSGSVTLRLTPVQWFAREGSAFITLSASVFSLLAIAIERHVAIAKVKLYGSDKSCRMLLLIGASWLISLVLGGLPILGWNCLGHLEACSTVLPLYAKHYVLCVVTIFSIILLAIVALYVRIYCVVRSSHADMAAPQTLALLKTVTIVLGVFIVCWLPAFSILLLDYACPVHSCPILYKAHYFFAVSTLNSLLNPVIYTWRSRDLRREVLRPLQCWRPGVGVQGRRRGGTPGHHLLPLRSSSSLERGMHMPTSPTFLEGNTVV
# Fibroblast inh: blocks proliferation of human lung fibroblasts | 85,000 tested, 1.1% active | viability, % at 10 µM | LL 47 human lung fibroblast viability, ATP luminescence; hits give low values;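 active = viability at or below 50% in the single dose screen; inactive = viability above 50%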;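 also: compound exposure lasted 72 h before the ATP readout; 100% = median luminescence of untreated cell-only wells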
#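 Assay system: human lung fibroblast line LL 47, low passage. Input: 1,150 fibroblasts seeded per well. Times: overnight cell rest, 72 h compound treatment at 37 °C. Evaluation: % viability of median cell-only signal. Technique: luminescent ATP detection, CellTiter-Glo. Control set: cell-only wells, no compound.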
# HUVEC prolif 384: human endothelial cell proliferation inhibition. HUVEC proliferation, CellTiter-Glo luminescence, 72 h; hits give low values. viability, % at 10 µM (by protocol). 86,000 tested, 1.1% active;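 active = viability at or below 30%; inactive = viability above 30%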;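 also: 100% = median luminescence of DMSO-only cell control wells on each plate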
# PostGolgi yeast: growth inhibition of a yeast mutant, post-Golgi transport screen; post-Golgi transport phenotypic cell assay; 98,000 tested, 0.9% active; inhibition, % at 10 µM; AID 739;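 also: yeast cells grown in 1536-well plates; yeast grown about 18 h at 30C before absorbance read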
# H69AR inhibit: growth inhibitors of human H69AR lung tumor cells | H69AR lung tumor viability, ATP luminescence, 72 h; hits give low values | AID 598 | 85,000 tested, 6% active | viability, % at 10 µM;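 active = viability at or below 40%; inactive = viability above 40%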;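 also: multidrug resistant small cell line overexpressing MRP-1 efflux transporter; 100% = mean luminescence of untreated control wells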
# hDAT+cocaine: changed human dopamine transporter uptake under cocaine IC80; LLC-PK1 hDAT cells, [14C]-dopamine uptake with cocaine IC80; actives deviate in either direction; B-score at 10 µM; 110,000 tested, 1.3% active; AID 449768;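 active = Z score or B-score, a plate-position-corrected score, falls beyond the plate's 99.7% confidence bounds, in either direction; inactive = both scores lie inside the 99.7% bounds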;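 also: scored against the spread of the other compound wells on the same plate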
# Target sequence (Q01959 whole entry, looked up): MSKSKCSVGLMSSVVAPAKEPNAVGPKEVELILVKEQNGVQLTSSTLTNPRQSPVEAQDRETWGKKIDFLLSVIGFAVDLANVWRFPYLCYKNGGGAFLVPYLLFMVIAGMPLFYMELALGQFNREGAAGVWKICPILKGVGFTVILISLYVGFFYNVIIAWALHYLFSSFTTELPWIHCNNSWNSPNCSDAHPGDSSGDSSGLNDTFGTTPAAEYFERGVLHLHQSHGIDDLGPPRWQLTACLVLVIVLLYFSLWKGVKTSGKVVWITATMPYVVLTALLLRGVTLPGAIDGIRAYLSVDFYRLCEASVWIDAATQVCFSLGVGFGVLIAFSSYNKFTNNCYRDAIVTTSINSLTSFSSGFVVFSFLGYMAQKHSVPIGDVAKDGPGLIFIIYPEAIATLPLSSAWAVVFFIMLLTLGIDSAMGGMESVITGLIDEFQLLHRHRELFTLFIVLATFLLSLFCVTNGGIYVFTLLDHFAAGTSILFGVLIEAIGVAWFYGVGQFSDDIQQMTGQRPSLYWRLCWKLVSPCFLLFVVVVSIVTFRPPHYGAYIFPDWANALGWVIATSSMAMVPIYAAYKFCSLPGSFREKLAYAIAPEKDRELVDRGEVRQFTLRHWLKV
# PostGolgi ctrl: growth of the yeast control strain, post-Golgi counter-screen; efflux-deficient yeast background strain, growth absorbance A615, 16 h; inhibition, % at 10 µM; 98,000 tested, 5% active
# S1P2 blocker: antagonists of human S1P2 receptor | 97,000 tested, 0.21% active | inhibition, % at 5 µM | AID 736 | cell-based S1P2 antagonist assay, inhibition at 5 uM | O95136; in the data active = inhibition above about 45%;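 also: CRE beta-lactamase reporter cells expressing human S1P2 stimulated with S1P; 0% = agonist at EC80 alone and 100% = agonist plus reference antagonist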
# E coli WT exp: E. coli BW25113 growth inhibition, expanded screen. OD600 absorbance. growth inhibition, % at 100 µM. 98,000 tested, 0.15% active;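 active = growth inhibition above about 50% at one test dose, limit read from the data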;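 also: growth measured after 20 h incubation at 37 °C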
# * marks the source's active call; other numbers are inactive results; x = not tested or not shown. Rule as the data show it, unless noted: active = inhibition above about 30%; inactive = the rest.
cpd	Structure	S1P2 ag	Fibroblast inh	HUVEC prolif 384	PostGolgi yeast	H69AR inhibit	hDAT+cocaine	PostGolgi ctrl	S1P2 blocker	E coli WT exp
1	O=C(/C=C/c1ccccc1F)c1ccoc1	-4	x	x	0	x	-0.42	26	27	18
2	COc1ccc(S(=O)(=O)Cc2ccc(C(=O)NCc3ccc(F)cc3)o2)cc1	-7	94	106	0	92	x	16	8	-4
3	C=C(C)c1ccc(C(C)(C)NC(=O)N2CCN(C)CC2)cc1	-1	101	98	0	100	-0.69	6	-29	-1
4	O=C(NCc1ccccn1)c1cn(Cc2ccccc2)nn1	-5	99	101	0	97	0.072	4	0	6
5	CCCc1cc(=O)[nH]c(SCC(=O)c2ccc(S(=O)(=O)N3CCCC3)cc2)n1	-3	90	94	2	49	-0.33	-3	5	0
6	O=C(O)CCCCC1SCC2NC(=O)NC21 (configuration not stated)	-2	98	93	-5	83	-2.2	9	16	0
7	Cc1ccc2cc3c(NC(=O)c4cccnc4)nn(C)c3nc2c1	x	95	72	24	73	-0.34	-4	x	6
8	Cc1ccc(-c2ccc(CCC(=O)O)o2)cc1	-3	95	85	-8	104	0.14	-1	14	-2
9	O=C(c1cccs1)N(CCO)Cc1cc2cc3c(cc2[nH]c1=O)OCCO3	-4	100	84	-4	86	-0.44	1	-34	7
10	Nc1nnc(SCC(=O)N2CCN(c3ccccc3)CC2)s1	-10	100	100	-1	96	-0.32	-1	7	8
11	CCc1ccc(NC(=O)N(Cc2cccnc2)Cc2ccco2)cc1	-5	100	96	0	95	0.64	-2	1	3
12	CCC(=O)N1CCc2cc(S(=O)(=O)NCCCN3CCN(Cc4ccccc4)CC3)ccc21	-6	98	83	-1	90	x	6	9	-3
13	CC1CCCN(C(=O)CN2C(=O)c3ccccc3C2=O)C1 (configuration not stated)	0	89	92	2	94	0.36	16	-18	0
14	Cn1cccc1Cc1nnc(SCC(=O)NC2CCCCC2)n1-c1ccc(F)cc1	-4	101	103	-16	97	1.3	7	-11	-1
15	O=c1c2ccccc2nc2n1CCCCN2	-2	101	98	4	89	-0.42	-5	-13	9
16	Cc1cc(NC(=O)CCC(=O)N(c2ccc(F)cc2)C(C(=O)NC2CCCC2)c2ccncc2)no1 (configuration not stated)	-12	105	89	-1	91	x	8	5	-2
17	CCOC(=O)c1c(C)[nH]c(C(=O)NNC(=O)c2ccccc2)c1C	-2	x	x	-7	x	0.17	-2	9	-4
18	CC(C)c1nnc(NC(=O)CC(=O)Nc2ccccc2C(=O)O)s1	x	109	99	4	95	0.44	-1	x	5
19	Cc1cccc(OCC2=NS(=O)(=O)c3ccccc3N2)c1	-2	102	100	1	x	-1.1	15	11	3
20	O=C(Nc1ccc2c(c1)OCO2)N1CCN(c2ccccc2Cl)CC1	-5	101	104	-9	64	-0.73	2	5	2
21	CC1(C)CC(=O)C(C=Nc2ccccc2Sc2ccccc2)=C(O)C1	-1	98	85	1	103	-0.8	12	12	5
22	Cc1cccc(N2CCN(C(=O)c3ccc(CS(=O)(=O)c4ccccc4C)o3)CC2C)c1 (configuration not stated)	0	59	43	-2	25*	0.62	14	24	-11
23	Cn1cc(Br)c(C(=O)Nc2sc3c(c2C(N)=O)CCC3)n1	-3	113	103	-4	101	0.014	22	-4	8
24	CCCOCC1CC2(SC(=Nc3ccc(C)cc3)NC2=O)C(=O)O1 (configuration not stated)	0	98	85	-4	84	-0.4	-1	11	-5
25	N#CC1=C(SCc2ccccc2)NC(=O)CC1c1ccc(O)cc1 (configuration not stated)	-3	90	93	-5	85	0.76	4	-3	4
26	COCCNC(=O)c1cc2ncc(Br)cn2n1	1	95	96	-7	84	-1.7	-11	18	3
27	CCCCCNCc1cccc(Br)c1	-1	x	x	5	x	0.33	0	-15	7
28	CCS(=O)(=O)N1CCN(C2Cc3ccccc3C2)CC1	-3	x	x	-4	x	-0.013	0	-9	-3
29	CCc1ccc(NS(=O)(=O)c2ccc3[nH]cc(C(=O)N(C)Cc4ccco4)c(=O)c3c2)cc1	-6	x	x	-2	x	-0.47	2	-9	12
30	COCCNC(=O)CN(Cc1ccc(Cl)cc1)S(C)(=O)=O	-7	106	98	1	106	0.043	2	6	-5
31	CS(=O)(=O)N(CC(=O)N/N=C/c1cc([N+](=O)[O-])ccc1Cl)c1ccccc1	-9	x	x	-4	x	2*	0	2	-6
32	CN(C)C(=O)C(=O)c1c(-c2ccccc2)cc2ccccn12	-3	x	x	-8	x	-0.085	16	11	-4
33	C=CCNC(=O)C1CCCN(S(C)(=O)=O)C1 (configuration not stated)	-4	x	x	-13	x	-0.026	4	-6	3
34	CCOc1ccccc1C(=O)N(CCC(=O)OC)c1ccccn1	-4	101	105	1	86	-0.19	2	-10	3
35	COC(=O)c1cc(Br)c(=O)n(-c2ccccn2)c1	-5	95	94	11	90	-0.88	18	-8	-3
36	CCNC(=O)CSc1nnc(C2CC2)n1-c1ccccc1	-8	98	93	2	84	-1	0	11	0
37	C=CCc1c(C)nc(SC)nc1Nc1ccc(C)cc1	-3	80	87	-12	89	0.13	32*	-18	-10
38	CN1C(=O)CC(N2CCN(CCN=CC3=C(O)CC(C)(C)CC3=O)CC2)C1=O (configuration not stated)	x	92	87	2	91	-0.003	-3	x	-8
39	COCCCNC(=O)c1cc(C)nc2ccc(F)cc12	-5	101	99	-1	85	-0.95	28	-10	2
40	CCOCC(=O)Nc1cccc(Br)c1	-8	100	73	0	43	0.55	8	17	16
41	CC(=O)OC1c2ccccc2C(=O)N1Cc1ccccc1Cl (configuration not stated)	-4	95	90	4	72	-0.14	10	12	8
42	COC(=O)c1cccc(COC(=O)c2cccnc2SC)c1	0	101	100	-3	92	0.092	26	-18	20
43	CCc1ccc(/C=c2\s/c(=C\C(=O)C(C)(C)C)[nH]c2=O)cc1	0	84	47	0	14*	-0.68	28	-40	-12
44	COc1ccc(OC)c(S(=O)(=O)N2CCN(c3c(C)cccc3C)CC2)c1	-3	99	108	-2	101	0.46	29	1	-8
45	CCNS(=O)(=O)c1ccc(NC(=O)c2cccnc2)cc1	x	99	93	-6	82	-0.69	2	x	-2
46	COc1ccccc1C(=O)Nc1ccc2c(c1)nc(CCNC(C)=O)n2C	-3	99	98	-4	98	-0.38	0	-5	-8
47	O=S(=O)(c1cccc(S(=O)(=O)N2CCC(n3nnc4ccccc43)CC2)c1)N1CCCCC1	-2	99	93	1	89	0.58	13	6	-12
48	CC(=O)NCC(=O)NC(Cc1ccccc1)C(N)=O (configuration not stated)	-4	93	90	x	95	0.13	x	-10	x
49	CC(CN1CCCCC1)OC(=O)C(C)(c1ccccc1)c1ccccc1 (configuration not stated)	2	90	89	0	80	-0.81	2	-8	-4
50	Cc1cccc(C)c1OCC(=O)OCC(=O)c1ccc2c(c1)NC(=O)CO2	-7	x	x	-1	x	0.011	21	-2	0
51	CCC(C)Nc1nc(OC)nc(N(C)C#N)n1 (configuration not stated)	-3	78	96	-3	86	0.19	28	-28	-5
52	O=C(COC(=O)C1COc2ccccc2O1)Nc1ccc2c(c1)CCC2 (configuration not stated)	-3	104	101	13	100	1.2	10	5	-1
53	CC1(C)NC(=O)N(CCCCSc2ccc(Cl)cc2)C1=O	-3	95	97	-11	79	-0.39	24	11	5
54	O=C(O)CSc1ccc2ccccc2n1	-10	103	84	5	102	0.15	7	-8	-4
55	COc1cccc(-n2c(SCC(=O)NCc3ccco3)nnc2-c2c[nH]c3ccccc23)c1	-6	96	98	3	66	2.5	2	1	-11
56	COC(=O)[C@@H]1C2CCC(C(=O)Nc3ccccc3)(CC2)[C@@H]1C(=O)OC	-3	97	91	-14	x	0.45	-4	12	1
57	O=C(CCCNS(=O)(=O)c1cccc2nsnc12)NCc1ccc(F)cc1	-9	x	98	0	110	-1.1	3	28	2
58	Nc1ccccc1N1CCN(C(=O)c2ccccc2)CC1	0	93	87	x	90	0.94	x	17	x
59	O=C1N=C(N2CCC(Cc3ccccc3)CC2)S/C1=C/c1cn[nH]c1-c1ccccc1	-4	x	x	0	x	-0.72	7	2	-9
60	CCOc1ccccc1CN1CCC(O)CC1	0	103	87	-1	101	0.023	3	-2	3

# 13 compounds from above, sorted by SMILES length, high to low:
cpd	Structure	S1P2 ag	Fibroblast inh	HUVEC prolif 384	PostGolgi yeast	H69AR inhibit	hDAT+cocaine	PostGolgi ctrl	S1P2 blocker	E coli WT exp
29	CCc1ccc(NS(=O)(=O)c2ccc3[nH]cc(C(=O)N(C)Cc4ccco4)c(=O)c3c2)cc1	-6	x	x	-2	x	-0.47	2	-9	12
16	Cc1cc(NC(=O)CCC(=O)N(c2ccc(F)cc2)C(C(=O)NC2CCCC2)c2ccncc2)no1 (configuration not stated)	-12	105	89	-1	91	x	8	5	-2
22	Cc1cccc(N2CCN(C(=O)c3ccc(CS(=O)(=O)c4ccccc4C)o3)CC2C)c1 (configuration not stated)	0	59	43	-2	25*	0.62	14	24	-11
43	CCc1ccc(/C=c2\s/c(=C\C(=O)C(C)(C)C)[nH]c2=O)cc1	0	84	47	0	14*	-0.68	28	-40	-12
14	Cn1cccc1Cc1nnc(SCC(=O)NC2CCCCC2)n1-c1ccc(F)cc1	-4	101	103	-16	97	1.3	7	-11	-1
7	Cc1ccc2cc3c(NC(=O)c4cccnc4)nn(C)c3nc2c1	x	95	72	24	73	-0.34	-4	x	6
11	CCc1ccc(NC(=O)N(Cc2cccnc2)Cc2ccco2)cc1	-5	100	96	0	95	0.64	-2	1	3
13	CC1CCCN(C(=O)CN2C(=O)c3ccccc3C2=O)C1 (configuration not stated)	0	89	92	2	94	0.36	16	-18	0
28	CCS(=O)(=O)N1CCN(C2Cc3ccccc3C2)CC1	-3	x	x	-4	x	-0.013	0	-9	-3
4	O=C(NCc1ccccn1)c1cn(Cc2ccccc2)nn1	-5	99	101	0	97	0.072	4	0	6
58	Nc1ccccc1N1CCN(C(=O)c2ccccc2)CC1	0	93	87	x	90	0.94	x	17	x
8	Cc1ccc(-c2ccc(CCC(=O)O)o2)cc1	-3	95	85	-8	104	0.14	-1	14	-2
60	CCOc1ccccc1CN1CCC(O)CC1	0	103	87	-1	101	0.023	3	-2	3

# (list continues)
cpd	Structure	S1P2 ag	Fibroblast inh	HUVEC prolif 384	PostGolgi yeast	H69AR inhibit	hDAT+cocaine	PostGolgi ctrl	S1P2 blocker	E coli WT exp
61	CCOC(=O)C(C(=O)OCC)c1cc(Br)c2noc3c2c1C(=O)c1ccccc1-3	8	x	x	-3	x	-0.74	4	2	-4
62	CCCCn1c(CN2CCN(CCO)CC2)nc2ccccc21	-2	89	88	0	83	0.44	9	-19	-5
63	Cc1ccc(CN2CCN(c3ncccn3)CC2)o1	-6	x	x	-3	x	-0.029	5	-7	3
64	O=C(CSc1ncn[nH]1)c1ccc2c(c1)OCO2	-5	97	93	-5	81	0.01	0	-5	8
65	COc1ccc(CCNC(=O)CCCN2C(=O)c3ccccc3C2=O)cc1OC	-4	x	x	3	x	0.62	-3	14	-1
66	COc1ccc(OC)c(NS(=O)(=O)c2ccc(N3CCCC3=O)cc2)c1	1	x	x	3	x	-1.1	4	-16	6
67	Cc1nc(SCC(=O)NC2CCCC2)[nH]c(=O)c1Cc1ccccc1	0	101	95	-3	96	-0.85	4	-3	0
68	CCCSc1nc2c(c(=O)n1-c1ccc(OCC)cc1)SCC2	x	89	87	0	88	-0.08	14	x	-13
